High-throughput results deposited in PubChem BioAssay by Emory University Molecular Libraries Screening Center.
EP2 antag: inhibitors of human EP2 prostaglandin E2 receptor; P43116; C6 glioma cells expressing human EP2, cAMP TR-FRET; cells stimulated with saturating PGE2; inhibition, % at 25 µM; 260,000 compounds, 0.52% hits;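 active means percent inhibition above 40 after rounding to a whole number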;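 further: rat C6 glioma host cells with rolipram phosphodiesterase inhibitor present; the protocol text gives 20 µM as final concentration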
Target sequence (P43116 whole entry, looked up): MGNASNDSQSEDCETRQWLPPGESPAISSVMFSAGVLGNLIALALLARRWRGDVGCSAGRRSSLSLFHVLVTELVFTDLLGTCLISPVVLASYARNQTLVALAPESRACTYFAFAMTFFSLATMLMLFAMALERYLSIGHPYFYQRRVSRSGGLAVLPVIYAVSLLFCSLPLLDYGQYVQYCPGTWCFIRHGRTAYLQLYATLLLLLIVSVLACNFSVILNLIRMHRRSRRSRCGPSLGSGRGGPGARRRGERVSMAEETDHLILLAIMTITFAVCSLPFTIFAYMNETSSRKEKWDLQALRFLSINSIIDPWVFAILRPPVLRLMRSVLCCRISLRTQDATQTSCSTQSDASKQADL
An asterisk follows results filed as active. The list is partial (hit frequency here may not be typical).

| mol | EP2 antag |
| --- | --- |
| CCCn1cnc2c(SCC(=O)O)nc(N)nc21 | 11.2 |
| Cc1ccc(NC(=O)CN2CCC(n3nnc4cc(C(F)(F)F)ccc43)CC2)c(C)c1 | 9.0 |
| CCC[N+]1(CC#CC(O)(c2ccccc2)C2(C)CCCC2)CCCCC1 (configuration not stated) | 4.9 |
| NCc1ccc(C(=O)O)cc1 | 12.5 |
| Cc1nc2sccn2c1CN(CCCn1ccnc1)Cc1ccccc1F | 6.5 |
| CCC(=O)Nc1cccc(NC(=O)CSc2nc3c(c(=O)n(C)c(=O)n3C)n2C(C)C)c1 | 15.1 |
| CCc1nc2ccc(NC(=O)C3Oc4ccccc4O3)cc2[nH]1 | 5.2 |
| O=C1N=C(N2CCOCC2)S/C1=C/c1ccc(-c2ccc(Cl)cc2)o1 | -0.2 |
| COc1ccc(S(=O)(=O)N2CCN(C(=O)c3cc4c(C)nn(-c5ccccc5)c4s3)CC2)cc1 | 11.2 |
| Cc1ccc(OCC(=O)Nc2sc3c(c2C(N)=O)CCC3)cc1 | 19.9 |
| CCCCCCCCCCCCN1[C@@H](CC(C)=O)c2cc(F)ccc2S1(=O)=O | 19.0 |
| CCn1c(SCC(=O)Nc2ccccc2F)nnc1C1CC1 | 8.3 |
| COc1ccc(CC(=O)Nc2nc3c(s2)C(=O)CC(C)(C)C3)cc1 | 8.7 |
| COc1ccc(NC(=O)C2CCCN(S(=O)(=O)c3ccc(OC)cc3)C2)cc1 (configuration not stated) | 8.6 |
| O=C(c1cccc(-n2cnnn2)c1)N1CCC2(CC1)Nc1ccccc1-n1cccc12 | 7.4 |
| CC(C)[C@@H](C)/C=C/[C@@H](C)[C@@H]1CC[C@@H]2C3=CC=C4C[C@@H](O)CC[C@]4(C)[C@@H]3CC[C@]21C | 39.1 |
| CCOC(=O)C1=C(C)N(CCOC)C(=O)/C1=C\c1ccc(OC)c(OC)c1 | 8.8 |
| CN(Cc1ccccc1OCc1ccccn1)Cc1n[nH]c2c1CCCC2 | 4.4 |
| OCCCn1c(C2CCCN2c2nc(-c3ccc(Cl)cc3)cs2)nc2cc(Cl)c(Cl)cc21 (configuration not stated) | 6.8 |
| CC(C(=O)NCCn1nc(-c2cccs2)ccc1=O)c1ccccc1 (configuration not stated) | 8.5 |
| COC(C[C@H]1O[C@H]1C(=O)[C@H](C)OCc1ccccc1)OC | 10.1 |
| Cc1ccc(-c2cc(N)c(=O)n(CC(=O)Nc3cccc4c3CCCC4)n2)o1 | 7.1 |
| COc1cc(NC(=O)CSc2nnc(-c3ccccc3)n2C)cc(OC)c1 | 8.1 |
| CC1CCN(S(=O)(=O)c2ccc3c(c2)OCCO3)CC1 | 9.3 |
| CCOC(=O)Cc1csc(NC(=O)CSc2nc(C3CC3)nc3ccccc23)n1 | 6.7 |
| CC1CCN(C(=O)Cn2nnc3ccccc3c2=O)CC1 | 5.8 |
| O=C(O)CCC(=O)NCCc1ccncc1 | 4.7 |
| Cc1cc(NC(=O)CCC(=O)N(CC(=O)NC2CCCC2)c2ccc(C)c(F)c2)no1 | 6.9 |
| Cn1c(COc2ccc3ccccc3c2)nnc1SCC(=O)Nc1ccccc1 | 9.3 |
| COc1cc(CN2CCC(O)(c3ccccc3OC)CC2)ccc1OCC(N)=O | 9.3 |
| CCOc1cccc(/C(O)=C2/C(=O)C(=O)N(CCOC)C2c2cccs2)c1 (configuration not stated) | 13.0 |
| CCOc1ccc(CNC2(c3ccc(OC)cc3)CC2)cc1Cn1ccnc1 | 8.7 |
| O=C(C[n+]1ccc2ccccc2c1)c1ccc2ccc3ccccc3c2c1 | 59.1* |
| COc1ccc(NC(=O)Cn2nc3c4ccccc4nc(C(C)C)n3c2=O)cc1Cl | 4.6 |
| CCOC(=O)c1cnc(SCC(=O)Nc2cc(C)cc(C)c2)nc1N | 13.0 |
| CCC(C)C(=O)Nc1nnc(SCC(=O)NC2CCCC2)s1 (configuration not stated) | 10.2 |
| Cc1csc(NC(=O)c2c(O)c3cccc4c3n(c2=O)CC4)n1 | 12.9 |
| Cc1ccc2c(c1)cc(CN(C(=O)Nc1ccccc1)C1CCCCC1)c1nnnn12 | 10.8 |
| Cc1ccc(C(=O)Nc2ccc(S(=O)(=O)Nc3cc(C)nc(C)n3)cc2)cc1 | 6.0 |
| Cc1ccc(C(=O)NCCNC(=O)c2ccc(C)nc2)cn1 | 9.1 |
| CCn1c(SCC(=O)N2c3ccccc3CC2C)nnc1C1CC1 (configuration not stated) | 3.8 |
| Cc1ccc(O)c(NC(=O)C2CC(c3ccccc3Cl)=NO2)c1 (configuration not stated) | 11.3 |
| COc1ccccc1C1(O)CCCN(CC(O)c2ccc3c(c2)CCO3)C1 (configuration not stated) | 6.2 |
| COc1ccc2cc(CN(Cc3ccc(C)cc3)C(=O)Nc3ccccc3OC)c(=O)[nH]c2c1 | 4.8 |
| CCc1c(C)nc(SCC(=O)Nc2ccc(NC(C)=O)cc2)[nH]c1=O | 7.5 |
| CCc1ccc(NC(=O)COc2ccc(S(=O)(=O)N3CCCC3)cc2)cc1 | 9.2 |
| Cc1cc2cc(C)c3nnc(SCc4cccnc4)n3c2cc1C | 9.8 |
| CCC(=O)NNC(=O)CSc1nc(C(C)C)nc2sc3c(c12)CCC(C)C3 (configuration not stated) | 6.8 |
| Nc1sc2c(c1C(=O)c1ccc(Br)cc1)CCC2 | 9.5 |
| O=C(NCCc1c[nH]c2ccccc12)c1ccc(Cl)cc1Cl | 8.3 |
| CC(C)[C@H](Cn1nc(-c2cccs2)ccc1=O)NC(=O)c1cc2ccccc2oc1=O | 6.2 |
| CS(=O)(=O)N(CC(=O)N1CCN(Cc2ccc3c(c2)OCO3)CC1)c1ccccc1 | 10.9 |
| O=c1c(O)c(-c2ccccc2)oc2ccc3occc3c12 | 9.2 |
| CCc1ncc(CO)n1Cc1cccc2ccccc12 | 14.3 |
| C#CCNC(=O)C1=C[C@H](C)C[C@H](OCc2ccc(CO)cc2)O1 | 14.8 |
| O=C(NCCCO)C1CCN(S(=O)(=O)c2ccccc2)CC1 | 13.6 |
| COc1cc(/C=C2\SC(=S)N(CCC(=O)Nc3ccc(Cl)cc3)C2=O)cc(OC)c1OC | 11.6 |
| CC1CC(C)CN(CCC(=O)Nc2ccccc2)C1 (configuration not stated) | 6.3 |
| CCC(CN1CCOCC1)NC(=O)Cc1sc(C)nc1-c1ccc(C)cc1C (configuration not stated) | 9.3 |
| CCn1c(SCC(=O)Nc2cc(C)cc(C)c2)nnc1-c1cccnc1 | 11.5 |

Brought forward from above: 5 entries, then new ones.
| mol | EP2 antag |
| --- | --- |
| O=C(NCCCO)C1CCN(S(=O)(=O)c2ccccc2)CC1 | 13.6 |
| COc1cc(/C=C2\SC(=S)N(CCC(=O)Nc3ccc(Cl)cc3)C2=O)cc(OC)c1OC | 11.6 |
| CC1CC(C)CN(CCC(=O)Nc2ccccc2)C1 (configuration not stated) | 6.3 |
| CCC(CN1CCOCC1)NC(=O)Cc1sc(C)nc1-c1ccc(C)cc1C (configuration not stated) | 9.3 |
| CCn1c(SCC(=O)Nc2cc(C)cc(C)c2)nnc1-c1cccnc1 | 11.5 |
| O=C1C2CCCCC2C(=O)N1CCC(=O)N1CCCCC1c1nc2ccccc2[nH]1 (configuration not stated) | 7.6 |
| Cc1cccc(N2CCN(CC(=O)N3CCOCC3)CC2)c1C | 9.2 |
| CCN(CC)CCN1C(=O)C(=O)/C(=C(\O)c2cc(C)ccc2C)C1c1cccnc1 (configuration not stated) | 12.0 |
| O=C(c1ccc(Cl)cc1)N1CCCCCC1 | 9.9 |
| O=C(COc1ccc2nsnc2c1)N1CCC(COc2ccccn2)CC1 | 15.3 |
| Cc1ncccc1-c1cc2cccnc2n1CCCNC(=O)C1CC1 | 4.8 |
| CN(C)CCC(=O)[C@]1(O)CC[C@@H]2[C@H]3CC=C4C[C@@H](O)CC[C@]4(C)[C@@H]3CC[C@]21C | 64.9* |
| O=C(c1ccc2c(c1)OCO2)[C@H]1CCCN(C(=O)c2cc(-c3cccs3)[nH]n2)C1 | 6.1 |
| Cn1c(N2CCCC2)nc2c1c(=O)[nH]c(=O)n2C | 9.1 |
| Cc1ccc(F)cc1NC(=O)CSc1nnc(-c2ccco2)n1C | 8.4 |
| C[C@H]1CCCC2(CC[N+](C)(CCC[N+](C)(C)C)CC2)C1 (some centres not stated) | 48.1* |
| CCCC(c1nnnn1C1CCCCC1)N(Cc1cc2c(C)cc(C)cc2[nH]c1=O)C1CCCC1 (configuration not stated) | 13.8 |
| Cn1cc(C(=O)O)c(=O)c2ccc(Cl)cc21 | 4.4 |
| Cc1cc2cc3cc(C(=O)O)sc3nc2cc1C | 12.4 |
| COCCn1c(SCC(=O)Nc2cccc(C(C)=O)c2)nnc1-c1ccco1 | 8.8 |
| Cc1cc(NC(=O)CSc2nnc3c4c5c(sc4nc(C4CC4)n23)CC(C)CC5)no1 (configuration not stated) | 12.9 |
| O=C(O)[C@H]1CCCN1Cc1cc2ccccc2c2ccccc12 | 16.0 |
| COc1ccc(C(=O)CCN(C)C)c2ccccc12 | 25.2 |
| Cc1c(C(=O)Nc2cccc(C(=O)N3CCCCC3)c2)nnn1-c1ccccc1 | 7.9 |
| COc1ccc(C2SCCN2S(=O)(=O)c2ccc(C)c(C)c2)cc1OC (configuration not stated) | 12.7 |
| Cc1ccc(Cl)cc1NC(=O)CN1CCC(c2nc3ccccc3s2)CC1 | 10.4 |
| COc1ccc(C(=O)[C@H]2CCCN(C(=O)c3cc(C(C)(C)C)[nH]n3)C2)cc1 | 7.4 |
| COc1ccc(NC(=O)N(Cc2cccs2)Cc2cc3cccc(C)c3[nH]c2=O)cc1 | 10.7 |
| Cc1cc(C)n2c(SCC(=O)Nc3c(C)cccc3C)nnc2n1 | 9.9 |
| CC(Sc1nnc(-c2cccnc2)n1-c1ccccc1)C(=O)Nc1ccc(N)cc1 (configuration not stated) | 14.6 |
| COc1ccc(Nc2c(C)c(C)nc3ncnn23)c(OC)c1 | 9.5 |
| CCOc1ccc(NC(=O)CN2CCC3(CC2)NC(=O)c2ccccc2O3)cc1 | 7.0 |
| CCC[C@@H]1CCCO[C@@](C(=O)NCc2ccc(S(C)(=O)=O)cc2)(C(F)(F)F)C1 | 7.1 |
| C[C@@H]1CCC[C@@]2(O[C@@H](CCO)C[C@H](O)[C@H]2O)O1 | 10.9 |
| COc1ccc(-c2coc3c(OC)c(OC)cc(O)c3c2=O)cc1 | 16.0 |

Of the compounds above, these have a CF3 group:
| mol | EP2 antag |
| --- | --- |
| Cc1ccc(NC(=O)CN2CCC(n3nnc4cc(C(F)(F)F)ccc43)CC2)c(C)c1 | 9.0 |
| CCC[C@@H]1CCCO[C@@](C(=O)NCc2ccc(S(C)(=O)=O)cc2)(C(F)(F)F)C1 | 7.1 |

Sorted by length of the SMILES (lowest first): some entries from above.
| mol | EP2 antag |
| --- | --- |
| O=C(c1ccc(Cl)cc1)N1CCCCCC1 | 9.9 |
| Cn1cc(C(=O)O)c(=O)c2ccc(Cl)cc21 | 4.4 |
| O=C(O)[C@H]1CCCN1Cc1cc2ccccc2c2ccccc12 | 16.0 |
| O=C(COc1ccc2nsnc2c1)N1CCC(COc2ccccn2)CC1 | 15.3 |
| CC(Sc1nnc(-c2cccnc2)n1-c1ccccc1)C(=O)Nc1ccc(N)cc1 (configuration not stated) | 14.6 |
| CCCC(c1nnnn1C1CCCCC1)N(Cc1cc2c(C)cc(C)cc2[nH]c1=O)C1CCCC1 (configuration not stated) | 13.8 |

More compounds follow:
| mol | EP2 antag |
| --- | --- |
| O=C1C(O)=C(O)C(=O)C(O)=C1O | 13.8 |
| O=c1[nH]c2cc3c(cc2cc1C(c1nnnn1C1CCCC1)N1CCCC1)OCO3 (configuration not stated) | 12.9 |
| COCCn1c(NCCN(C)C)nc2c1c(=O)[nH]c(=O)n2C | 23.2 |
| O=C(CCSc1nnc(-c2ccco2)o1)Nc1ccccc1Cl | 12.0 |
| CC1(C)[C@@H]2CC[C@@]1(CC(=O)O)[C@@H](Cl)C2 | 10.0 |
| CCOC(=O)c1ccccc1NC(=O)c1c(N)n(C)c(=O)[nH]c1=O | 7.0 |
| CCC(c1nnnn1CC1CCCO1)N(Cc1cc2cc(C)ccc2[nH]c1=O)CC1CCCO1 (configuration not stated) | 12.8 |
| Cc1ccc(NC(=O)CN2CCC(C(N)=O)CC2)cc1 | 14.3 |
| COc1ccccc1OCCN(C)C(=O)Cn1c(=O)oc2ccc(C)cc21 | 5.2 |
| Cc1cc(C)n(-c2ncnc3sc4c(c23)CCC4)n1 | 18.3 |
| Cc1cc(CN(CCCn2ccnc2)Cc2ccccc2F)cc(C)c1O | 6.0 |
| CCC(c1nnnn1CC1CCCO1)N(Cc1cc2cc3c(cc2[nH]c1=O)OCCO3)C1CCCC1 (configuration not stated) | 6.3 |
| Cn1c(SCC(=O)N2CCOCC2)nnc1-c1ccco1 | 5.2 |
| COc1ccc(-c2ccc(=O)n(C[C@H](C)NC(=O)c3cc(C(C)C)no3)n2)cc1 | 5.8 |
| COc1ccc(/C=C2\C(=O)NC(=O)N(c3cccc(Br)c3)C2=O)cc1 | 16.5 |
| COC(=O)c1cccc(S(=O)(=O)N(Cc2cccs2)Cc2cc3cc(OC)ccc3[nH]c2=O)c1 | 46.1* |
| O=C(CSc1nc(-c2cccs2)cc(C(F)(F)F)n1)N1CCc2ccccc21 | 12.2 |
| CC1CCCN(C(=O)CSc2nnc(-c3ccncc3)n2-c2ccc(F)cc2)C1 (configuration not stated) | 9.6 |

Molecules from the list above with bromine, in the order listed:
| mol | EP2 antag |
| --- | --- |
| Nc1sc2c(c1C(=O)c1ccc(Br)cc1)CCC2 | 9.5 |
| COc1ccc(/C=C2\C(=O)NC(=O)N(c3cccc(Br)c3)C2=O)cc1 | 16.5 |
